Pyk2 oligo antag – antagonists of Pyk2 self-association, primary screen, Q293 cells, FERM NanoBiT luminescence, HTS | z-score (the deposit names both 25 µM and 10 µM) | 0.83% of 99,000 active | active compounds read low;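 active = Z-score of -3 or lower, scaled per plate to the spread of control and sample wells; inactive = z-score above -3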;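 also: negative z-score means lost luminescence so less FERM oligomerization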
Target sequence (Q14289 whole entry, looked up): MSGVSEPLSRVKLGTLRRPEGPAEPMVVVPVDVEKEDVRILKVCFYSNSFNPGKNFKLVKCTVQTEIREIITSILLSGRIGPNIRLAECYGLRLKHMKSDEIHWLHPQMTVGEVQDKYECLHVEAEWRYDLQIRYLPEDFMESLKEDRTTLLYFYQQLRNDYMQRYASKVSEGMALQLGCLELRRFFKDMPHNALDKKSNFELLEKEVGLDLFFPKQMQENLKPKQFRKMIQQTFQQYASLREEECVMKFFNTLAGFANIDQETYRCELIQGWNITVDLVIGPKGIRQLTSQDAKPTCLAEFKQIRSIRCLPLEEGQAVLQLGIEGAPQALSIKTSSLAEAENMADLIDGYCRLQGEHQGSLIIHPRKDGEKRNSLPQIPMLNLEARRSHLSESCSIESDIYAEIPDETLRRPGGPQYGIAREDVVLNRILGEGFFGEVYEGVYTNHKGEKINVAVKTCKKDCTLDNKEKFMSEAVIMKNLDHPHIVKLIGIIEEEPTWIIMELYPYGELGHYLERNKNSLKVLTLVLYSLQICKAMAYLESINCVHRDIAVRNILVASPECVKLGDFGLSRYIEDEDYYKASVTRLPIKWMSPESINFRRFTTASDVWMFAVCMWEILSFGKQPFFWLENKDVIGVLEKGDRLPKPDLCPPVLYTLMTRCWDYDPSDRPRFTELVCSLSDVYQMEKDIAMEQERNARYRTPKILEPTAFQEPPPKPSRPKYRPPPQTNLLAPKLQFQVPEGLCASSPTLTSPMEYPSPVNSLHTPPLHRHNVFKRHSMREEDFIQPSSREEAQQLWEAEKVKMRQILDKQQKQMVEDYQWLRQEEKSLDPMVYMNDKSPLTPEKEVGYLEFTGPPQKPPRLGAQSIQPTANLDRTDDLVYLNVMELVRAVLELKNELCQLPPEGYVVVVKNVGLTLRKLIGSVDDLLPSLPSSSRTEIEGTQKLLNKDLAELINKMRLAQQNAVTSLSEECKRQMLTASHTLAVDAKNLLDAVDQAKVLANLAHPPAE
CYP2C9 activ – human CYP2C9 activators, primary screen, biochemical, luminescence | activation factor at 5 µM | AID 1024, 2008 | 1.4% of 96,000 active | Cytochrome P450 2C9 (Homo sapiens), P11712 | recombinant CYP2C9, luciferin-H conversion; active compounds read high; factor 1 = untreated enzyme, 0 = blocked;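 active = activation factor of 2 or more for CYP2C9 at a 5 µM dose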;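 also: 0 = sulfaphenazole-blocked wells and 1 = vehicle-only wells; values of inactives mirror those of a sister screen read the other way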
CYP2C19 act – human CYP2C19 activators, primary screen, biochemical, luminescence. 96,000 tested, under 10 active. activation factor at 5 µM. recombinant CYP2C19, luciferin-H EGE luminescence; active compounds read high; 0 = fully inhibited enzyme, 1 = untreated enzyme;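 active = activation factor of at least 2 at 5 µM in the primary screen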;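 also: 0 = wells with 2.5 mM tranylcypromine and 1 = vehicle-only wells; values of inactives mirror those of a sister screen read the other way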
CYP2C9 inhib – blockers of cytochrome P450 2C9 activity – biochemical, luminescence, ADME assay, primary screen; CYP2C9 Supersomes, luciferin-H conversion; inhibition, % at 5 µM; 20% of 96,000 active;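 active = blocking of liver enzyme CYP2C9 beyond about 50% at 5 µM, limit read from the data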; also: values of inactives mirror those of a sister screen read the other way
PostGolgi yeast – phenotypic screen on post-Golgi transport, primary screen; post-Golgi transport phenotypic cell assay; inhibition, % at 10 µM; 0.9% of 98,000 active; AID 739, 2007; in the data active = inhibition above about 30%;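 also: yeast cells grown in 1536-well plates; yeast grown about 18 h at 30C before absorbance read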
PLAP activator – PLAP enzyme activators, biochemical, luminescence, HTS. 1.2% of 96,000 active. AID 696, 2007. purified PLAP enzyme, luminescent substrate read-out; active compounds read high. Alkaline phosphatase, placental type (Homo sapiens), P05187. activation fold at 20 µM; in the data active = activation fold above about 2
EphB4 ephrin blk – EphB4-ephrin-B2 interaction antagonists, primary screen, biochemical, TNYL-RAW peptide probe, fluorescence polarization | AID 720, 2007 | EphB4 LBD / TNYL-RAW-Alexa532 peptide | inhibition, % at 7 µM | Ephrin type-B receptor 4 (Homo sapiens), P54760 | 0.15% of 97,000 active;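 active = inhibition above the screen-wide mean inhibition plus 3 SD, cut at about 15% in these data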;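 also: 0% = DMSO wells and 100% = excess unlabeled TNYL-RAW peptide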
CYP2C19 inh – blockers of cytochrome P450 2C19 activity – biochemical, luminescence, ADME assay, primary screen. inhibition, % at 5 µM. 21% of 96,000 active. P33261. AID 778, 2007. CYP2C19 Supersomes, luciferin-H EGE luminescence, 30 min;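 active = CYP2C19 inhibition above a set limit at 5 µM in the primary screen, cut at about 50% in these data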;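 also: plate controls were negative control wells for no effect and 2.5 mM tranylcypromine positive control for full effect; values of inactives mirror those of a sister screen read the other way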
Ecoli WT expand – growth inhibitors of wild-type E. coli, primary screen, strain BW25113, expanded library, OD600. OD600 absorbance. growth inhibition, % at 100 µM. 0.15% of 98,000 active. AID 710, 2007;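 active = growth inhibition above about 50% at one test dose, limit read from the data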;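 also: growth measured after 20 h incubation at 37 °C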
* = called active by the depositor; . = no result given.

SMILES	Pyk2 oligo antag	CYP2C9 activ	CYP2C19 act	CYP2C9 inhib	PostGolgi yeast	PLAP activator	EphB4 ephrin blk	CYP2C19 inh	Ecoli WT expand
CS(=O)(=O)N(CCC(=O)O)Cc1ccccc1	0.41	1.2	1.1	-16	9	1	1	-12	-2
O=C1CSC(c2ccccn2)N1Cc1cn2ccccc2n1 (stereo not drawn)	-0.18	1.1	0.8	-11	2	1.2	2	20	1
COc1ccccc1NC(=O)c1csc(-n2nc(C)cc2C(F)(F)F)n1	0.44	0.7	0.9	28	4	0.9	14	8	-12
COc1cccc(CNC(=O)Cc2c(C(=O)O)[nH]c3ccccc23)c1	0.54	0.5	1	52*	1	1.1	2	0	3
CCOC(=O)c1cnc(SC)nc1Oc1cccc(NC(=O)c2ccc(C)cc2)c1	1	0.6	1	40	-3	1.2	3	3	-22
Cc1cc(C)n(Cc2n[nH]c(=S)n2Cc2ccccc2)n1	0.4	0.9	0.7	14	-5	1	9	26	-1
CCc1cc(-c2n[nH]c(=S)n2-c2ccccc2C)cs1	-1.2	0.5	0.6	52*	-8	1.2	-6	43	7
CCN1C(=O)c2cccc3c(S(=O)(=O)NCCc4c[nH]c5ccccc45)ccc1c23	-0.43	0.2	0.4	84*	-3	1.4	-1	63*	-2
Nc1nnc(CC(=O)N2CCCCC2)s1	-0.37	1	1	0	2	0.9	-10	-2	0
O=[N+]([O-])c1ccc(Sc2cccc3cccnc23)cc1	-0.48	0.6	0.2	42	-11	0.8	0	84*	-7
CCC(C)[C@H](NC(=O)NC1CC1)C(=O)O (stereo partly drawn)	-0.43	1	1.3	-3	5	1.2	3	-25	2
O=C1NC(=O)c2cc(NC(=O)C3CCCCC3)ccc21	-0.11	1	1	-3	2	0.9	-6	3	1
COc1cccc(NC(=O)CC2SC(=Nc3ccccc3)NC2=O)c1 (stereo not drawn)	0.84	0.3	0.4	70*	4	1.5	3	63*	-4
COC(=O)C1=C(C)N(CC(C)C)C(=O)C1	-0.33	0.8	0.3	23	-1	1.5	1	71*	-6
COc1ccc(N(CC(=O)N2CCc3ccccc3C2)S(=O)(=O)c2c(C)nn(C)c2C)cc1	.	0.4	0.1	64*	10	1.6	0	91*	0
CN(C)CCNC(=O)C12CC3(C)CC(C)(CC(C)(C3)C1)C2	5.5	1	0.9	0	-1	1.6	1	13	3
CC(=O)N1CCN(Cc2nc3cc(NC(=O)c4ccccc4C)ccc3n2C)CC1	1.1	1	0.9	3	-18	1.2	-7	7	1
CC(=O)c1c(C)[nH]c(C(=O)N2CCN(c3ccc(F)cc3)CC2)c1C	-0.3	1	0.3	0	5	1.1	12	71*	6
Cc1cccc(C)c1NC(=O)C(NC=O)c1ccccc1 (stereo not drawn)	1.1	0.9	0.8	10	5	1	-8	16	-8
COCCCNc1nc2ccccc2nc1NS(=O)(=O)c1cccs1	-0.35	0.1	0.9	94*	13	1	3	6	2
CN(C)c1ccc(NC(=O)CCCc2ccccc2)cc1	-0.24	0.5	0	49	1	1.1	4	100*	14
Cc1nc(N)nc2c1CCCC2	-0.06	1.1	1.1	-6	-2	1	2	-15	0
C#CCSc1nncn1C(=O)/C=C/c1ccccc1	.	1	1.1	2	22	1.1	-7	-11	-2
COc1cccc(NC(=O)Cc2c(O)c3ccccc3[nH]c2=O)c1	-0.05	1	1	3	4	0.9	.	-2	6
Cc1ccc(C)c(Cn2c(C(=O)OC(C)C)cc3c2ccn3C)c1	-0.28	0.7	0.4	35	-6	1.1	5	55*	10

In the list so far, these have fluorine:
SMILES	Pyk2 oligo antag	CYP2C9 activ	CYP2C19 act	CYP2C9 inhib	PostGolgi yeast	PLAP activator	EphB4 ephrin blk	CYP2C19 inh	Ecoli WT expand
COc1ccccc1NC(=O)c1csc(-n2nc(C)cc2C(F)(F)F)n1	0.44	0.7	0.9	28	4	0.9	14	8	-12
CC(=O)c1c(C)[nH]c(C(=O)N2CCN(c3ccc(F)cc3)CC2)c1C	-0.3	1	0.3	0	5	1.1	12	71*	6

Returning to the listing, repeating the five entries before the break.
SMILES	Pyk2 oligo antag	CYP2C9 activ	CYP2C19 act	CYP2C9 inhib	PostGolgi yeast	PLAP activator	EphB4 ephrin blk	CYP2C19 inh	Ecoli WT expand
CN(C)c1ccc(NC(=O)CCCc2ccccc2)cc1	-0.24	0.5	0	49	1	1.1	4	100*	14
Cc1nc(N)nc2c1CCCC2	-0.06	1.1	1.1	-6	-2	1	2	-15	0
C#CCSc1nncn1C(=O)/C=C/c1ccccc1	.	1	1.1	2	22	1.1	-7	-11	-2
COc1cccc(NC(=O)Cc2c(O)c3ccccc3[nH]c2=O)c1	-0.05	1	1	3	4	0.9	.	-2	6
Cc1ccc(C)c(Cn2c(C(=O)OC(C)C)cc3c2ccn3C)c1	-0.28	0.7	0.4	35	-6	1.1	5	55*	10
COCCn1c(CN(Cc2ccccc2)Cc2ccccc2)nc2c1c(=O)n(C)c(=O)n2C	.	0	0.2	96*	4	1.7	-8	76*	-3
CN(C(=O)c1cccnc1)c1nnc(-c2cnccn2)s1	0.05	1	1.1	0	-1	1.1	-8	-14	-3
Nc1cc(-c2ccc(Cl)cc2)nn1S(=O)(=O)c1ccccc1	.	0.2	0.4	83*	-6	1	1	64*	-1
Cc1ccccc1NC(=O)Cc1nc(CSc2nnc(-c3ccc4c(c3)OCO4)o2)cs1	-0.35	1.1	0.4	-8	4	1.3	-7	63*	-8
CCn1c(C)nc2cc(-c3nnc(-c4c(-c5ccccc5)noc4C)o3)ccc21	-3.1*	0.8	0.8	19	4	1.2	-6	16	-23
CC(=O)NCC(=O)OC(C)C(=O)Nc1ccc(C(C)=O)cc1 (stereo not drawn)	1.1	0.9	1	8	11	1.1	-4	-2	5
COc1cccc2c1OCC(C(=O)NCc1ccc(Cl)cc1Cl)=C2	-0.41	1.2	0.7	-18	-8	1.2	2	28	-15
O=C(CN1C(=O)COCC1=O)N1CCOCC1	0.3	0.9	1	6	-1	0.9	-9	3	3
COC(=O)CSC1=C(C#N)C(c2ccc3c(c2)OCO3)C2=C(CCCC2=O)N1 (stereo not drawn)	-1	0.1	0.3	86*	-9	1.2	-2	74*	-2
O=C(CSc1nnc(-c2ccncc2)o1)Oc1ccccc1	0.36	1.1	1	-5	-6	0.8	-5	-1	5
CC(=O)c1c(C)oc2ccc(NS(=O)(=O)c3ccc(O)c(C(=O)O)c3)cc12	1.6	0.1	0.5	89*	5	0.9	4	52*	-3
CC1CCN(CC(O)COc2cccc(F)c2)CC1 (stereo not drawn)	.	1.1	0.6	-6	1	1.1	-5	40	0
COc1ccc(NC(=O)C(c2ccc(C)cc2)N(C)C(=O)CNC(C)=O)cc1 (stereo not drawn)	-0.22	1.1	1	-7	5	1	-10	-5	1
COC(=O)CN(c1nc(C)cc(OC)n1)S(=O)(=O)c1ccc(C)cc1	-1.3	0.8	0.7	18	-3	0.9	.	26	-3
CC(=O)c1cc(OC(=O)c2ccncc2)ccc1OC(=O)c1ccncc1	0.04	0.3	0.1	65*	5	1	0	90*	-2
CCN(CC)S(=O)(=O)c1ccc(NC(=O)C2CCCO2)cc1 (stereo not drawn)	0.06	0.8	0.9	21	-14	1.2	-4	9	1
Cc1ccc(C)c(N2CCN(C(=O)CCCOc3cc(=O)n(C)c4ccccc34)CC2)c1	-1.3	0.1	0.1	90*	-5	1.4	-2	94*	-29
CN1CCN(S(=O)(=O)c2ccc(Sc3nc4ccccc4[nH]3)c3nsnc23)CC1	0.97	0.6	0.8	35	5	1.5	-1	22	-9
Cc1cc(NCc2ccc(F)cc2Cl)n2nnnc2n1	0.48	0.8	0.9	17	1	0.6	.	7	7
CC(C)CCNc1nc2c(cc1C#N)COC(C)(C)C2	-0.48	0.9	1	10	4	1	-5	2	10
Cc1ccc2nc(N3CCN(Cc4ccc(F)cc4)C3=O)c(C)cc2c1	-1.6	1	0.7	-3	-6	0.9	7	26	4
COc1ccc(-n2c(=O)cc(N3CCN(c4ccccc4F)CC3)[nH]c2=O)cc1	1.3	1	0.9	4	-2	0.9	.	6	-2
COc1ccc(C(=O)N2CCN(S(=O)(=O)c3cc(Cl)ccc3OC)CC2)cc1	0.46	1.2	0.3	-17	-3	0.8	3	67*	-11
CCOC(=O)C(Sc1nn(C)c(=S)s1)C(C)=O (stereo not drawn)	0.38	0.7	1	27	-1	1.1	-7	1	9
CC1(C)CC(=O)C(C=NCC(O)c2ccccc2)=C(O)C1 (stereo not drawn)	0.69	1.1	1	-8	4	1.1	.	2	5

Limited to Pyk2 oligo antag (three entries from above):
smiles | Pyk2 oligo antag
CCN(CC)S(=O)(=O)c1ccc(NC(=O)C2CCCO2)cc1 (stereo not drawn) | 0.06
O=C(CSc1nnc(-c2ccncc2)o1)Oc1ccccc1 | 0.36
CCOC(=O)C(Sc1nn(C)c(=S)s1)C(C)=O (stereo not drawn) | 0.38

Looked up above.
`O=C1CSC(c2ccccn2)N1Cc1cn2ccccc2n1` (stereo not drawn) in CYP2C9 activ = 1.1
`COC(=O)CSC1=C(C#N)C(c2ccc3c(c2)OCO3)C2=C(CCCC2=O)N1` (stereo not drawn) in PostGolgi yeast = -9
`CCn1c(C)nc2cc(-c3nnc(-c4c(-c5ccccc5)noc4C)o3)ccc21` in Pyk2 oligo antag = -3.1*
`CN(C)CCNC(=O)C12CC3(C)CC(C)(CC(C)(C3)C1)C2` in CYP2C9 activ = 1
`CCN1C(=O)c2cccc3c(S(=O)(=O)NCCc4c[nH]c5ccccc45)ccc1c23` in CYP2C19 act = 0.4

(more compounds)
SMILES	Pyk2 oligo antag	CYP2C9 activ	CYP2C19 act	CYP2C9 inhib	PostGolgi yeast	PLAP activator	EphB4 ephrin blk	CYP2C19 inh	Ecoli WT expand
CN(CC(=O)Nc1ccncc1)S(=O)(=O)c1ccc(Br)cc1	-0.14	0.2	0	77*	4	1	1	100*	4
O=C(NCc1cccnc1)C1CCCN(S(=O)(=O)c2ccc(Cl)cc2)C1 (stereo not drawn)	-0.66	0.2	0.1	77*	4	1.4	-2	85*	8
O=C(Nc1cccnc1)C1(c2ccccc2)CCCC1	-0.39	0.5	0.5	45	-1	0.9	-2	52*	4
Cc1ccc(C(=O)O)cc1-c1ccc(/C=C2/NC(=O)N(c3ccccc3)C2=O)o1	-0.16	1	1	2	-7	1.3	14	-2	9
Cc1ccsc1C(=O)N(c1nc2ccccc2s1)c1c(C)cccc1C	0.64	0.9	1.1	12	13	1.1	0	-10	-11
COc1cccc(C(=O)NCCN2CCOCC2)c1	0.71	1.2	1.1	-20	6	1.1	4	-6	1
COCCn1c(SCC(=O)Nc2ccc(S(=O)(=O)N3CCOCC3)cc2)nc2ccccc21	-0.59	0.3	0.8	66*	-3	1.7	-5	16	-3
COc1ccc(NC(=O)C2CC(=O)n3ncnc3N2)cc1 (stereo not drawn)	-0.12	0.8	1	16	-4	1	0	0	31
O=C(O)c1cccc(NS(=O)(=O)c2ccc(Cl)c(C(=O)O)c2)c1	-0.66	0.9	0.9	8	14	0.9	1	9	-1

Outcome played no part in choosing rows; any-hit rate near 31%.
